Screening results from PubChem.
LMPTP inh: LMPTP phosphatase inhibitors, primary screen, biochemical, fluorescence intensity, uHTS | recombinant LMPTP-A, OMFP fluorogenic substrate | 360,000 tested, 0.22% active | inhibition, % at 20 µM | Low molecular weight phosphotyrosine protein phosphatase (Homo sapiens), P24666;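 active = compounds that cut the enzyme signal by at least half of the control window in the single-dose screen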;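 note: plate controls were DMSO wells with enzyme plus substrate for no effect and substrate without enzyme for full effect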
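Assay system: LMPTP-A, protein tyrosine phosphatase of low molecular weight / Medium: pH 6.0 Bis-Tris buffer with DTT and Triton X-100 / Schedule: 50 min enzyme reaction at room temperature, protected from light / Measured by: endpoint fluorescence intensity from OMFP dephosphorylation / Read-out basis: % inhibition relative to no-enzyme and uninhibited control wells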
STEP inh: STEP phosphatase inhibitors, primary screen, biochemical, fluorescence intensity, uHTS | Tyrosine-protein phosphatase non-receptor type 5 (Homo sapiens), P54829 | recombinant STEP, OMFP fluorogenic substrate | inhibition, % at 20 µM | 360,000 tested, 0.25% active;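 active = inhibition at 20 µM, scaled per plate between control wells, above about 37%, limit read from the data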;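 note: 0% = DMSO with enzyme and substrate and 100% = substrate only without enzyme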
Target sequence (P54829 whole entry, looked up): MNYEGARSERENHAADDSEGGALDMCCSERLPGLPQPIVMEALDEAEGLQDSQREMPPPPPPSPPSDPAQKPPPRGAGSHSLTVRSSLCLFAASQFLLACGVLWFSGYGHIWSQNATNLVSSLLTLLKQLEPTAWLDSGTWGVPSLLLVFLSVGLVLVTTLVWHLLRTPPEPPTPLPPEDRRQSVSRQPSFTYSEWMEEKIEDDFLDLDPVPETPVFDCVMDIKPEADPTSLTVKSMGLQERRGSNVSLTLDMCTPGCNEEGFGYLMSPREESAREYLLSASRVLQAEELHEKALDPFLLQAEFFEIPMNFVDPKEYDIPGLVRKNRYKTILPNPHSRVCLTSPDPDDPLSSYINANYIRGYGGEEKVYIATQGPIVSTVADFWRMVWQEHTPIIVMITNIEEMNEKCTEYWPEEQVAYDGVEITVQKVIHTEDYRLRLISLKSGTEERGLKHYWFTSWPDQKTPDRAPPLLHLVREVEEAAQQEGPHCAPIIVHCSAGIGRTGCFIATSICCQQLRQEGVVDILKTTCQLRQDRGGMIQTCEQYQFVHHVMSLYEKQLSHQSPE
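medium = Bis-Tris buffer pH 6.0, 2.5 mM DTT, 0.005% Tween 20 | test system = STEP (striatal-enriched tyrosine phosphatase) enzyme, cell-free | measure = normalized % inhibition | compound dosing = 20 µM, 1% DMSO | also added = 25 µM OMFP | schedule = reaction 20 min, ambient temperature | measured by = fluorescence read at 480 nm ex / 540 nm em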
Scp1 inh: Scp-1 phosphatase inhibitors, primary screen, biochemical, colorimetric, uHTS. 340,000 tested, 0.88% active. inhibition, % at 20 µM. Recombinant Scp1, phosphopeptide, malachite green phosphate absorbance. Carboxy-terminal domain RNA polymerase II polypeptide A small phosphatase 1 (Homo …;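 active = inhibition above about 50% at 20 µM, limit read from the data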;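 note: plate controls were DMSO wells with enzyme for no effect and wells lacking enzyme for full effect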
Target sequence (Q9GZU7 76-261 limits assumed): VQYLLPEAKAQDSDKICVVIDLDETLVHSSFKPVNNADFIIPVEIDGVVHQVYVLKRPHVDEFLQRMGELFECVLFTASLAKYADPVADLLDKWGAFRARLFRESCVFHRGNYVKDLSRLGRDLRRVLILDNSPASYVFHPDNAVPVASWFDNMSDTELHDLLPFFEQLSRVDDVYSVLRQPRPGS
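Material: truncated SCP-1 phosphatase (76-261aa) / Buffer or medium: 50 mM Tris acetate pH 5.5, 0.005% Tween-20, 10 mM MgCl2 / Compound dosing: one concentration, 20 µM, with 1.0% DMSO / Incubation: 45 min room-temperature reaction, 5 min colour, 30 min stabiliser / Detection: colorimetric free-phosphate detection, absorbance 630 nm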
NRP1-CendR mod: modulators of CendR peptide binding to NRP-1, primary screen, biochemical, fluorescence polarization, uHTS | FAM-RPARPAR peptide binding to NRP-1 | Neuropilin-1 (Homo sapiens), O14786 | AID 602438, 2012 | 360,000 tested, 0.85% active | inhibition, % at 25 µM;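 active = inhibition or corrected inhibition above about 18%, plus a signal ratio from 0.5 to 1.5, limit read from the data, passing the limit was not always enough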; note: strong numbers were not always called active
Rpn11 inh: Rpn11 (PSMD14) deubiquitinase inhibitors, primary screen, biochemical, fluorescence polarization, uHTS | 26S proteasome non-ATPase regulatory subunit 14 (Homo sapiens), O00487 | human 26S proteasome, Ub4-pepOG fluorescence polarization; 20S core pre-blocked with epoxomicin | calls only at 20 µM | 360,000 tested, 0.59% active;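 active = inhibition at 20 µM, scaled to each plate's controls, above about 33%, limit read from the data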
Target sequence (O00487 whole entry, looked up): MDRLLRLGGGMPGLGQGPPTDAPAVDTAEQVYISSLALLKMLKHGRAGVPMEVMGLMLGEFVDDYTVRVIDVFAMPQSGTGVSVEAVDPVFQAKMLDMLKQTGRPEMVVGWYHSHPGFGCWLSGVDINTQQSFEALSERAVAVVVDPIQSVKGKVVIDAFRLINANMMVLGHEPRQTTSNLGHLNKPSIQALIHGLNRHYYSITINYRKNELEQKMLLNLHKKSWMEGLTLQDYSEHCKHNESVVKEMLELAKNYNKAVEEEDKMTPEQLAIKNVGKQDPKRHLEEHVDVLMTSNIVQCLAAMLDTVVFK
SKN-1 inh: suppressors of acrylamide-induced Pgst-4::GFP reporter in worms, primary screen, SKN-1 inhibitor project, whole organism, uHTS, GFP/RFP fluorescence ratio, strain VP596 | 360,000 tested, 0.49% active | inhibition, % at 21.8 µM | AID 624304, 2012 | C. elegans VP596 Pgst-4::GFP/RFP ratio, 24 h;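 active = interference check ratio from 0.5 to 1.5 plus GFP to RFP signal ratio inhibition reaching or exceeding a fixed threshold, cut at about 30% in these data, passing the limit was not always enough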; note: some compounds called inactive have numbers as strong as hits
DNMT1 inh: human DNMT1 methyltransferase inhibitors, primary screen, biochemical, molecular beacon, fluorescence, HinP1I cleavage, uHTS | inhibition (reported as % activation of signal), % at 10 µM | AID 588458, 2011 | 360,000 tested, 0.83% active | DNA (cytosine-5)-methyltransferase 1 (Homo sapiens), P26358; in the data active = inhibition above about 50%
NadD block: inhibitors of S. aureus NadD, primary screen, biochemical, colorimetric, uHTS. purified NadD enzyme, colorimetric absorbance read-out. Nicotinate-nucleotide adenylyltransferase NadD (Staphylococcus aureus N315). inhibition, % at 20 µM. 360,000 tested, 0.78% active; in the data active = inhibition above about 26%; note: some compounds past the cut are filed as inactive
MT1-MMP act inh: blockers of MT1-MMP proenzyme processing, primary screen, HT1080 RFP-PRO-GFP cells, GFP/RFP fluorescence; GFP/RFP ratio change, % at 20 µM; 360,000 tested, 0.061% active; GFP/RFP ratio fluorescence, overnight; percent of plate control window, DMSO zero; Matrix metalloproteinase-14 (Homo sapiens), P50281;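 active = GFP/RFP ratio change of at least 30% with cell ATP level not reduced by more than half and red fluorescence within 50% of control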; note: strong numbers were not always called active
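Material – HT1080 RFP-PRO-GFP cells · Control set – DMSO wells and RFP-L50D-GFP cells · Incubation – overnight cell settling, then overnight compound exposure, 37 °C, 5% CO2 · Compound dosing – single-point 20 µM compound, 1% DMSO · Read-out – GFP/RFP fluorescence ratio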
SUMO1 PPI mod: modulators of SUMO1 protein-protein interactions, primary screen, biochemical, uHTS. SUMO1 binding to a labelled peptide, TR-FRET, 1 h. Small ubiquitin-related modifier 1 (Homo sapiens), P63165. AID 602429, 2012. inhibition, % at 20 µM. 360,000 tested, 0.33% active; in the data active = inhibition above about 37%
* = called active by the depositor; i = inactive; x = not tested or not shown; + = active, no number.

Start of the data: the first three compounds as a preview:
SMILES	LMPTP inh	STEP inh	Scp1 inh	NRP1-CendR mod	Rpn11 inh	SKN-1 inh	DNMT1 inh	NadD block	MT1-MMP act inh	SUMO1 PPI mod
COc1ccc(CN2CCc3ccccc3C2)c(OC)c1OC	-1.5	-6	-17	-8	i	5	4	1	-7	-2
COc1ccc(CN2CCC(C(=O)NC(c3ccc4c(c3)OCO4)c3ccccn3)CC2)cc1 (stereo not given)	-1.2	0	x	-12	i	0	10	-6	1	3
c1ccc(NC2=Nc3cccc4cccc2c34)cc1	12	6	-10	-41	i	-3	-1	-4	-11	-7

This part in full, from the start:
SMILES	LMPTP inh	STEP inh	Scp1 inh	NRP1-CendR mod	Rpn11 inh	SKN-1 inh	DNMT1 inh	NadD block	MT1-MMP act inh	SUMO1 PPI mod
COc1ccc(CN2CCc3ccccc3C2)c(OC)c1OC	-1.5	-6	-17	-8	i	5	4	1	-7	-2
COc1ccc(CN2CCC(C(=O)NC(c3ccc4c(c3)OCO4)c3ccccn3)CC2)cc1 (stereo not given)	-1.2	0	x	-12	i	0	10	-6	1	3
c1ccc(NC2=Nc3cccc4cccc2c34)cc1	12	6	-10	-41	i	-3	-1	-4	-11	-7
CCC(=O)c1ccc(OCc2ccc(C(=O)c3ccccc3)cc2)cc1	5.4	3	-14	-5	i	6	7	3	-12	-73
COc1cccc2c(Cl)c(CCCl)c(C)nc12	0.1	6	-7	-6	i	23	0	3	-5	-4
CSCCC(N=CC1=C(O)CC(C)(C)CC1=O)C(=O)O (stereo not given)	0.5	-4	73*	14	i	-8	-6	-5	-2	-3
C=CCn1c(SCC(=O)N(CCOC)c2c(N)n(CCCC)c(=O)[nH]c2=O)nnc1-c1ccc(Cl)cc1	-1.1	-3	-5	-5	i	8	6	2	1	2
NC(=O)CC(NC(=O)c1ccc(Br)cc1)c1ccc(N2CCN(c3ccc(F)cc3)CC2)c([N+](=O)[O-])c1 (stereo not given)	1.0	-2	-8	4	i	30	7	-2	2	-4
CC(=O)c1ccc(NC(=O)C2CCCN2S(=O)(=O)c2ccc(F)cc2)cc1 (stereo not given)	-0.9	-1	-12	-4	i	-15	-1	-2	5	2
Nc1ncnc2c1ncn2[C@@H]1O[C@H](CNC(=O)[C@@H](N)Cc2ccccc2)[C@@H](O)[C@H]1O	0.0	2	-4	2	i	9	2	-2	6	-3
Cc1ccc(-n2c(-c3ccccc3)n[nH]c2=S)c(C)c1	0.3	1	0	13	i	2	2	7	-3	11
C/C(=N\NC(=O)c1ccn(C)n1)c1ccc(NC(=O)C2CCCC2)cc1	-1.8	-6	2	2	i	13	4	1	3	-1
CCCC(=O)Nc1ccc2c(c1)nc(CN1CCN(C(C)=O)CC1)n2C	-1.6	-1	-4	3	i	-19	0	-5	5	-4
COc1ccc(N2C(=O)c3ccc(NC(C)=O)cc3C2=O)cc1	-1.2	4	0	10	+	-2	-1	1	-1	-23
FC(F)Sc1ccc(N=C2NN=C(c3ccc4c(c3)OCCO4)CS2)cc1	3.5	1	-11	-5	i	7	-22	21	-11	2
Cc1ccccc1C(=O)NNC(=O)C12CC3CC(CC(C3)C1)C2	-1.6	-2	-3	2	i	6	-1	5	1	-3
CCc1cnc(Nc2nc(C(N)Cc3ccc(Cl)cc3)cs2)nc1 (stereo not given)	0.1	3	x	-12	i	13	1	6	0	-36
O=S1(=O)CCC(NC(=S)N2CCCCC2)C1 (stereo not given)	-0.9	-2	-5	6	i	-8	0	0	-11	2
COc1ccc(-n2c(Cc3cc(=O)[nH]c(=O)[nH]3)nnc2SCC(=O)N2CCC(C)CC2)cc1	-2.4	1	-4	-7	i	-8	0	-1	-4	0
COc1ccc(CNc2nc(-c3cccnc3)nn2C(=O)C(C)C)cc1	0.3	2	9	2	i	2	2	3	3	-2

Entries listed so far shown as hits in Rpn11 inh:
Molecule	LMPTP inh	Scp1 inh	NRP1-CendR mod	Rpn11 inh	SKN-1 inh	DNMT1 inh	NadD block	MT1-MMP act inh	SUMO1 PPI mod
COc1ccc(N2C(=O)c3ccc(NC(C)=O)cc3C2=O)cc1	-1.2	0	10	+	-2	-1	1	-1	-23

(more compounds)
SMILES	LMPTP inh	STEP inh	Scp1 inh	NRP1-CendR mod	Rpn11 inh	SKN-1 inh	DNMT1 inh	NadD block	MT1-MMP act inh	SUMO1 PPI mod
COc1ccc(-n2nc3cc(C)c(NC(=O)c4cccnc4)cc3n2)cc1	-1.8	-5	-4	-13	i	-8	-4	1	1	-4
Oc1ccccc1C=NN=C1c2ccccc2-c2ccccc21	1.7	-1	-5	-6	i	-3	-6	-2	3	-4
Cc1ccc(C)c(OCCC(=O)N2CCN(S(=O)(=O)c3cc(C)ccc3C)CC2)c1	2.2	2	-12	4	i	3	-1	-7	-1	6
Cc1ccc(OCCC(=O)OCC(=O)N2CCN(S(=O)(=O)c3ccc(C)cc3C)CC2)cc1	4.4	0	-11	-11	i	12	8	-11	-2	0
COc1ccc(/C=N/NC(=O)c2ccc(-n3cnnn3)cc2)cc1	-2.4	2	-7	-3	i	3	6	0	1	3
Cc1cccc(-c2nc3ccccc3c(=O)n2NC(=O)/C=C/c2ccc([N+](=O)[O-])cc2)c1	-0.4	-2	-1	-5	i	9	-1	9	-1	-5
CC(C)n1cc(C(=O)NC2CC(C)(C)Cc3c2cnn3-c2ccccc2)cn1 (stereo not given)	0.9	-2	-7	1	i	8	-2	-1	-1	-2
O=C(NCc1cccnc1)C1CCC(c2ccc(Cl)cc2)CC1 (stereo not given)	0.3	2	-3	-6	i	-4	7	-1	1	0
Cc1ccc(NC(=O)OCCNC(=O)OC(C)C)cc1	-1.2	-2	-8	6	i	-3	0	-2	2	0
COc1ccc2c3c(cccc13)C(=O)CC2	23	-92	-12	143	i	50	128*	-6	-10	-48
CN1C(=O)C2(NC(=O)c3ccccc3N2C)c2ccccc21 (stereo not given)	0.2	-3	-1	-11	i	-9	-8	-4	8	-1
Cc1cc(NC(=O)C(C)C)ncc1NC(=O)c1ccccn1	0.0	-1	-7	-9	i	-1	-1	-4	3	4
CN(C)S(=O)(=O)c1cccc(NC(=O)COc2ccc3ccccc3c2)c1	3.1	0	-13	13	i	3	-14	-10	4	-1
CC(C)N(C)c1ncnc2c1ncn2[C@H]1CN(C2CCCC2)C[C@@H](CO)O1	-1.9	-2	x	-8	i	11	0	1	-1	-4
Nn1c(CSc2ccccn2)nc2ccccc2c1=O	1.0	-6	-5	-2	i	-5	0	-1	-2	0
O=C(N/N=C/c1cc([N+](=O)[O-])ccc1O)c1c[nH]c2ccccc12	0.1	1	-5	6	i	7	-2	0	2	-4
COc1ccc(C2CC(=O)Nc3cc(OC)c(OC)cc32)cc1Br (stereo not given)	-0.3	-6	-7	-2	i	-7	4	-3	-1	5
CCOC(=O)N1CCC(NC(=O)c2cnn3ccccc23)CC1	-1.6	-1	-7	2	i	-4	-2	-1	2	2
O=C(O)/C=C/c1ccc2noc(-c3ccccc3)c2c1	1.5	5	-16	4	i	11	-1	5	-9	-10
CCCOc1cccc(C(=O)N(Cc2cccs2)C2CCS(=O)(=O)C2)c1 (stereo not given)	1.1	0	-6	0	i	23	0	-9	1	-1

Structural class: those above containing an NH in an aromatic ring
SMILES	LMPTP inh	STEP inh	Scp1 inh	NRP1-CendR mod	Rpn11 inh	SKN-1 inh	DNMT1 inh	NadD block	MT1-MMP act inh	SUMO1 PPI mod
C=CCn1c(SCC(=O)N(CCOC)c2c(N)n(CCCC)c(=O)[nH]c2=O)nnc1-c1ccc(Cl)cc1	-1.1	-3	-5	-5	i	8	6	2	1	2
Cc1ccc(-n2c(-c3ccccc3)n[nH]c2=S)c(C)c1	0.3	1	0	13	i	2	2	7	-3	11
COc1ccc(-n2c(Cc3cc(=O)[nH]c(=O)[nH]3)nnc2SCC(=O)N2CCC(C)CC2)cc1	-2.4	1	-4	-7	i	-8	0	-1	-4	0
O=C(N/N=C/c1cc([N+](=O)[O-])ccc1O)c1c[nH]c2ccccc12	0.1	1	-5	6	i	7	-2	0	2	-4

Going on with the list.
SMILES	LMPTP inh	STEP inh	Scp1 inh	NRP1-CendR mod	Rpn11 inh	SKN-1 inh	DNMT1 inh	NadD block	MT1-MMP act inh	SUMO1 PPI mod
O=C(NCc1cccs1)C1C(=O)Nc2ccccc2C(=O)N1C1CCCC1 (stereo not given)	0.4	x	x	-3	x	-2	x	x	3	-5
COc1cccc2cc(C(=O)Nc3ccccc3C)/c(=N/NS(=O)(=O)c3ccccc3)oc12	-0.2	-3	-2	-16	i	13	-2	9	3	1
O=C1c2cccnc2Nc2ccccc2N1CCCF	-0.2	-3	-5	1	i	7	1	-1	-2	-2
CCOC(=O)C1CCCN(C(=O)c2cn(C)c(=O)c3cc(OC)c(OC)cc23)C1 (stereo not given)	-1.5	-2	-2	5	i	6	1	1	6	-1
O=C(CN1C(=O)COc2ccc(Cl)cc21)N1CCOCC1	-1.1	3	4	7	i	6	2	-2	0	-2
Cc1cc(C)cc(NS(=O)(=O)c2csc(C(N)=O)c2)c1	-2.4	1	-9	8	i	11	-2	-9	5	-5
O=C1Cn2nnc(-c3ccccc3)c2C2c3ccccc3CCN12 (stereo not given)	-3.0	-1	x	12	i	18	11	-6	4	5
CC(C)CCn1cnc2c(sc3nc4c(cc32)CSC(C)(C)C4)c1=O	-0.7	5	-5	-6	i	-9	4	-4	6	-1
Cc1c(Cc2ccccc2)c(=O)oc2c(C)c(OCC(=O)NCc3ccccn3)ccc12	2.1	3	4	5	i	-13	3	-5	7	-9
Cc1cccc(Cc2c(C)nc3nc(SCC(=O)NCc4ccco4)nn3c2C)c1	-1.6	0	-10	-5	i	13	0	8	1	-4

An unsorted share of the library (roughly 3.9% active in at least one column).
